Compound activity as filed in PubChem.
TGFb SMAD3 inh = inhibitors of TGF-b signaling | 410,000 tested, 1.2% active | Potency, µM (doses to about 46.1 µM), for the others: at the highest dose activity, negative = inhibition, usual class: inhibitors | HepG2 CAGA-GFP TGF-b/SMAD3 reporter, GFP fluorescence, 18 h; TGF-beta stimulated, 500 pg/mL final; note: % is set by controls: 0 for no effect and ±100 for the full control effect; nearly all actives have a fitted effect of over 65% in size
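HEPG2 CAGA-GFP, 1000 cells/well; 2 h settle, 37 C; cpd via pin tool; TGF-b 500 pg/mL final; 18 h, 37 C; GFP imaging ex488/em500-530; %Activity normalised to -TGF-b and +DMSO controls; CRC fit, curve class.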
HepG2 tox = kills HepG2 cells in TGF-b inhibitor counter-screen; HepG2 CAGA-GFP viability, ATP luminescence, 18 h; Potency, µM (highest dose often 46.1 µM), for the others: at the highest dose activity change, negative = cytotoxicity, actives largely listed as cytotoxic; 410,000 tested, 0.76% active; AID 588856; note: some results filed as inactive show a strong effect at the top dose
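CellTiter-Glo luminescence gave cytotoxicity after 18 hours at 37 degrees C. The cells were HepG2 CAGA-GFP in 1% FBS DMEM, stimulated with 500 pg/mL TGF-beta after compound addition. %Activity was normalised to no-cell wells (complete cell-killing) and DMSO (no toxicity), and curves were fitted and classified.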
ATXN2 expr inh = reduces ATXN2 reporter expression in HEK-293 cells | HEK-293 ATXN2-luciferase reporter, luminescence, 24 h | Potency, µM (series often up to 57 µM), without a hit: at the top dose activity change, negative = inhibition, usual class: inhibitors | 360,000 tested, 0.72% active; note: % is set by controls: 0 for no effect and ±100 for the full control effect; nearly all actives have a fitted effect of over 55% in size
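qHTS (up to 57 uM final) was run with 24 h compound exposure of reporter cells at 37 °C. Each well was multiplexed: SteadyGlo luminescence measured ATXN2-luciferase expression after a fluorogenic Gly-Phe-AFC viability readout (25 uM final).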
S2 tox = reduces viability in counter-screen for ATXN expression inhibitors; Potency, µM (doses to about 56.7 µM), actives largely listed as cytotoxic; 400,000 tested, 0.49% active; S2 cells (HEK-293 line with an ATXN2-luciferase reporter) viability, CellTiter-Fluor protease fluorescence, 24 h; note: nearly all actives have a fitted effect of over 40% in size
Nrf2 inh = Nrf2 pathway inhibition; Potency, µM (highest dose often 46 µM), without a hit: at the highest dose activity change, negative = inhibition, usual class: inhibitors; 360,000 tested, 2.1% active; AID 504444; A549 ARE-Fluc reporter, luciferase luminescence, 18-24 h; note: % is set by controls: 0 for no effect and ±100 for the full control effect; nearly all actives have a fitted effect of over 60% in size
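In this cell-based qHTS, ARE-driven firefly luciferase in A549 cells reports Nrf2 activity; the luminescent signal after BugLite lysis is the measured value, with a prior CellTiter-Fluor read for cell health.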
EPAC2 antag = blocks human EPAC2 exchange factor | Q8WZA2 | 360,000 tested, 0.18% active | EPAC2 GEF exchange of Rap1B-BODIPY-GDP, fluorescence | Potency, µM (top dose mostly 114 µM), without a hit: at the top dose activity, negative = inhibition, most hits filed as inhibitors; note: % is set by controls: 0 for no effect and ±100 for the full control effect; nearly all actives have a fitted effect of over 45% in size; many of its hits are not listed in these tables
Target sequence (Q8WZA2 whole entry, looked up): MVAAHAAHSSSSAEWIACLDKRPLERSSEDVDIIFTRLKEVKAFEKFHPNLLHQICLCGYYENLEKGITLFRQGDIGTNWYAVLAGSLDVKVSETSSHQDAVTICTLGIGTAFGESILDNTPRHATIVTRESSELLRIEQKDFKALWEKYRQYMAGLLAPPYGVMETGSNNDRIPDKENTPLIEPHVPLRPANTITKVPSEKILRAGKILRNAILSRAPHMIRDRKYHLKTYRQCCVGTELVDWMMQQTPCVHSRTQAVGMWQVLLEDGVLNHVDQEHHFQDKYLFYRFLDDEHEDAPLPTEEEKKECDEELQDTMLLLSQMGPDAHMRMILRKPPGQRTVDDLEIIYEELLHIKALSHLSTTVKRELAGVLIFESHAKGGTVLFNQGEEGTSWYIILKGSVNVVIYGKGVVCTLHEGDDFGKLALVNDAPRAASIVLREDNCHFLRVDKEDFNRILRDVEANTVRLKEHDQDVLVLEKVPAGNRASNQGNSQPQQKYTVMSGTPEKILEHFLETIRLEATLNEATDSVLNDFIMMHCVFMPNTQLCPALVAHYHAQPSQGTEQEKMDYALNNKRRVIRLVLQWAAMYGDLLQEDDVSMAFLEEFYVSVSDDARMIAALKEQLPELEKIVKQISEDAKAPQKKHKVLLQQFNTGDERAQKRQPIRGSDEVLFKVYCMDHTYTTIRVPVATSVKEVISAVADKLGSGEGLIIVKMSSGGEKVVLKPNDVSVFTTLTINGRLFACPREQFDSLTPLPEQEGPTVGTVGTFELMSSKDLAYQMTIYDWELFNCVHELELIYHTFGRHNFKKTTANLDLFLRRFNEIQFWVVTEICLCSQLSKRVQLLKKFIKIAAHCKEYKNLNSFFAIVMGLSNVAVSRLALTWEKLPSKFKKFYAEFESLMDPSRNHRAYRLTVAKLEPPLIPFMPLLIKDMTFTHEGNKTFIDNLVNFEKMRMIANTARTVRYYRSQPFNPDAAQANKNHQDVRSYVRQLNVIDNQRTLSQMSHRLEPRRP
MCF10A rereplic = DNA re-replication induction in MCF 10a cells. Potency, µM (series often up to 46.1 µM), without a hit: top-dose activity, positive = re-replication, actives largely listed as activators. MCF 10A DNA re-replication, Hoechst nuclear intensity, 48 h. 350,000 tested, 2.9% active; note: % of control where 0% means no effect; nearly all actives have a fitted effect of over 50% in size
Nrf2 ARE act = Nrf2 pathway activation | AREc32 ARE-luciferase reporter (MCF7-derived line), luminescence, 24 h | Potency, µM (top dose mostly 46.1 µM), without a hit: at the highest dose activation, usual class: activators | AID 624171 | 410,000 tested, 0.31% active; note: % of control where 0% means no effect; nearly all actives have a fitted effect of over 65% in size
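Reporter line AREc32 (ARE-Fluc), seeded overnight in OPTI-MEM with 5% FBS; compound pin-transferred, 24 hr at 37 deg C, 5% CO2; luminescent read-out.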
A549 tox = kills or reduces viability of A549 cells in Nrf2 counter-screen; AID 504648; A549 ARE-Fluc cells, CellTiter-Fluor viability, 18-24 h; Potency, µM (series often up to 46 µM), inactives show at the top dose activity change, negative = cytotoxicity, actives largely listed as inhibitors; 390,000 tested, 0.16% active; note: % is set by controls: 0 for no effect and ±100 for the full control effect
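A549 ARE-Fluc cells in 5% FBS OPTI-MEM, 5000 cells/well, rested 2 h then exposed to compounds in concentration-response for 18-24 h at 37 °C. Viability by CellTiter-Fluor fluorescence (Ex 405/Em 525) after 30 min; luciferase luminescence (BugLite, 15 min, RT) read afterwards.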
Numbers without * were called inactive; i = inactive; ? = inconclusive; · = no result given; & = joins results of further samples; [ ] = remark or other dose. Calls come from the whole dose curve; as a rule, active = well fitted curve in the direction sought with a large enough effect; inconclusive = small, poorly fitted or top-dose-only effect, or another doubt; inactive = no such curve, though single readings can be large; an effect the other way counts as inactive or inconclusive. Potency is the fitted concentration of half-maximal effect. Only part of the results is shown; the hit share may differ from the screen's.

SMILES	TGFb SMAD3 inh	HepG2 tox	ATXN2 expr inh	S2 tox	Nrf2 inh	EPAC2 antag	MCF10A rereplic	Nrf2 ARE act	A549 tox
COC(=O)[C@]12CCCCC=C1N(Cc1ccccc1)C(=O)[C@H](CC(=O)NCc1ccc(C)o1)C2	·	·	10.8%	i	·	-13.8%	·	0.6%	·
O=C(NCCc1ccc(Cl)cc1)C1CCN(c2cnccn2)CC1	-9.8%	0.0%	-8.0%	i	-23.4%	-4.1%	1.5%	-0.5%	2.5%
Cn1cc(CC(=O)NCc2ccc(F)cc2)c2ccccc21	-1.8%	9.2%	15.1%	i	15.7%	-4.7%	4.2%	3.2%	1.4%
COc1ccc(NC(=O)N(C)C[C@@H]2OCc3cnnn3CCCC(=O)N([C@H](C)CO)C[C@H]2C)cc1	-3.4%	-2.7%	9.9%	i	·	-2.0%	·	-0.9%	·
CC1CCN(c2ccc(S(=O)(=O)NC3=NCCCCC3)cc2[N+](=O)[O-])CC1	3.5%	-9.7%	-8.3%	i	?	6.2%	16.8%	-0.1%	-16.3%
O=S(=O)(c1ccccc1F)N1CCN(c2nc(-c3cccs3)nc3ccccc23)CC1	-13.7%	-27.9%	·	·	-7.0%	·	·	·	-0.4%
O=C(N/N=C/c1ccncc1)c1cccc(S(=O)(=O)N2CCCC2)c1	-14.0%	-1.7%	1.4%	i	23.8%	8.7%	0.8%	-0.1%	0.9%
C/C=N/NC(=O)CCCC(=O)N/N=C/C	-1.6%	0.8%	-1.5%	i	8.0%	0.5%	-1.0%	-0.3%	1.0%
O=C(NCc1cccnc1)/C(=C/c1ccc(-c2cccc(Cl)c2)o1)S(=O)(=O)c1ccccc1	?	-19.2%	?	i	12.5%	1.3%	?	?	1.3%
Cc1nc2c(-c3ccc(F)cc3)c(C)nn2c(C)c1CCC(=O)N1CCN(c2ccccc2)CC1	?	-14.5%&-53.6%	-7.0%&5.3%	i	2.9%&15.5%	-9.9%	-0.2%	0.5%&3.9%	1.9%&-0.5%
CN(C)C(=O)c1cccn(Cc2ccc(C(F)(F)F)cc2)c1=O	-14.4%	6.9%	2.0%	i	?	3.6%	13.1%	0.0%	0.0%
CC(C)c1ccc(/C=C2\SC(=O)N(CC(=O)NC3CCS(=O)(=O)C3)C2=O)cc1 (centres undefined)	-11.6%	-30.0%	·	?	22.3%	17.4%	1.4%	9.8%	-3.6%
CC(C)Oc1ccc(/C(O)=C2/C(=O)C(=O)N(CCN3CCNCC3)C2c2ccc(C(C)C)cc2)cc1 (centres undefined)	-4.7%	-0.6%	2.6%	i	?	5.8%	-7.9%	0.1%	8.0%
COc1ccc(-c2nnc(SCC(=O)Nc3cccnc3Cl)n2C)cc1	4.1%	4.8%	12.4%	i	12.6%	12.1%	-1.7%	-0.7%	-2.8%
O=C(Nc1cccc(O)c1)c1ccc(Br)c(S(=O)(=O)N2CCCCC2)c1	-8.0%	-16.5%	-13.7%	i	·	6.1%	-18.0%	0.2%	-4.4%

Limited to TGFb SMAD3 inh and MCF10A rereplic, for 2 of the compounds above:
SMILES | TGFb SMAD3 inh | MCF10A rereplic
O=C(N/N=C/c1ccncc1)c1cccc(S(=O)(=O)N2CCCC2)c1 | -14.0% | 0.8%
C/C=N/NC(=O)CCCC(=O)N/N=C/C | -1.6% | -1.0%

(continued)
SMILES	TGFb SMAD3 inh	HepG2 tox	ATXN2 expr inh	S2 tox	Nrf2 inh	EPAC2 antag	MCF10A rereplic	Nrf2 ARE act	A549 tox
O=C(N/N=C/c1ccccc1O)C1SCCCS1	?	-40.8%	?	i	?	1.9%	2.1%	-1.3%	2.0%
CCOC(=O)C1CCN(CC(=O)N2CCCc3c2c(=O)oc2ccc(OCc4ccccc4)cc32)CC1	-6.2%	-36.2%	-22.4%	i	-10.8%	·	·	0.8%	2.2%
Cc1ccccc1C(=O)NCCCNC(=O)c1ccco1	0.0%	29.9%	5.1%	·	19.4%	0.3%	-0.2%	-0.5%	7.4%
O=C(COc1cccc2cccnc12)NCc1cccs1	10.7%	2.1%	16.5%	i	8.0%	6.5%	0.9%	-0.1%	6.5%
CC(=O)c1c(O)cc(C)n(Cc2ccccc2)c1=O	-11.2%	-0.3%	1.6%	i	·	-1.4%	-4.8%	0.1%	-13.8%
Cc1ccccc1Cn1cc(NC(=O)c2cc(C3CC3)on2)cn1	48.5%[activator]	40.8%	·	?	-10.8%	6.1%	?	5.3%	-1.8%
O=C(COc1cc2oc(=O)c3c(c2cc1Cl)CCC3)NCC(O)c1ccccc1 (centres undefined)	1.4%	3.1%	17.3%	i	-14.9%	-1.9%	-12.1%	-0.8%	-7.8%
COc1ccc(CCNC(=O)c2nnn(-c3ccccc3OC)c2N)cc1OC	-1.1%	1.4%	-2.1%	i	-7.9%	7.3%	-1.4%	-0.2%	-2.3%
Cc1cc(C)c2nc(C(F)(F)F)nc(N3CCN(C(=O)c4ccco4)CC3)c2c1	-3.3%	-9.7%	-21.9%	i	?	10.5%	?	0.5%	-8.2%
Cc1c(N=Nc2c(-c3ccc([N+](=O)[O-])cc3)[nH]n(C(N)=S)c2=O)cccc1[N+](=O)[O-]	8.91µM*	-22.6%	?	?	18.4µM*	-22.9%	?	2.9%	?
Nc1ccccc1Nc1c(F)c(F)nc(F)c1Cl	56.2%[activator]	-7.3%	-3.0%	i	-7.1%	-2.9%	0.5%	3.8%	-1.2%
CCNC(=S)N(CCc1c(C)[nH]c2ccc(C)cc12)Cc1ccco1	?	-52.4%	?	?	-23.0%	-7.0%	-0.7%	3.3%	?
O=C(CN1CCN(C(=O)c2ccccc2)CC1)NC(=O)NCCC1=CCCCC1	-24.7%	-8.0%	5.5%	i	?	3.3%	?	0.3%	0.7%
CC(C(=O)NCc1ccc(Cl)cc1)n1ccc2cc(S(=O)(=O)N3CCCC3)ccc21 (centres undefined)	?	-17.0%	-22.1%	i	?	·	·	-0.2%	-14.6%
CN(C(=O)CCS(=O)(=O)c1ccc2c(c1)oc(=O)n2C)C1CCCCC1	-0.6%	-0.1%	-4.9%	i	-4.4%	5.4%	12.2%	2.2%	2.3%
Cc1ccc(-n2c(N)c(C(N)=O)sc2=S)c(C)c1	?	-0.5%	-5.1%	i	1.6%	-2.0%	-7.5%	1.7%	4.1%
O=C(CN1C(=O)NC2(CCCC2)C1=O)NCc1ccc(Cl)cc1	8.8%	1.1%	12.3%	i	-9.1%	0.5%	-6.4%	0.2%	0.4%
CC(C)COC(=O)c1ccc(N2C(=O)c3ccccc3C2=O)cc1	5.9%	1.4%	13.8%	i	19.0%	-19.0%	-8.5%	0.3%	?
O=C(NCCN1CCCCC1)Nc1ccc([N+](=O)[O-])cc1	0.5%	-1.7%	-8.1%	i	-20.5%	-4.5%	-3.9%	0.1%	0.9%
CCC[N+](CC#Cc1ccccc1)(CCC)CC(=O)c1ccc(Cl)cc1	-25.4%	-26.0%	-25.4%	?	1.0%	-0.1%	?	0.2%	1.3%
CC(C)n1cnc2cc(NC(=O)c3ccco3)ccc21	1.4%	-12.2%	-27.1%	i	?	-0.3%	1.3%	-0.4%	1.1%
O=S(=O)(c1ccc(Br)s1)N1CCN(c2ccnc3cc(Cl)ccc23)CC1	-41.8%	9.3%	-24.7%	i	20.6µM*	2.9%	-13.1%	0.8%	-5.6%
COc1ccc(CNC(=O)CN2CCN(c3cccc(C)c3C)CC2)cc1	-0.3%	-26.6%	-29.8%	i	-6.2%	-13.2%	?	-0.1%	6.0%
CN(C)C(=O)N1CCN(C(=O)N2CCOCC2)CC1	-5.2%	-31.7%	-4.0%	i	2.7%	-2.7%	-0.4%	-0.6%	1.7%
Cc1cccc(Nc2ncnc(N)n2)c1	-10.6%	-4.1%	14.1%	i	18.0%	1.2%	1.9%	0.6%	1.4%
O=C(Cc1nc2ccccc2[nH]1)NCc1ccco1	-3.9%	-22.9%	7.2%	i	5.4%	4.8%	?	-0.8%	-2.2%
COC(=O)C1CCN(C(=O)COc2cc3sc(C)nc3c3sccc23)CC1	1.7%	1.4%	-25.4%	i	11.1%	2.8%	8.1%	3.0%	-7.1%
CC(=O)c1c(Cl)nc2ccc(Br)cc2c1-c1ccccc1	?	-35.7%	·	?	?	-19.4%	0.8%	-0.7%	6.0%
CC(=O)Nc1ccc2nc3c(=O)[nH]c(=O)[nH]c3nc2c1	16.0%	1.1%	·	·	1.1%	·	·	·	-0.3%

An excerpt taken from the entries so far, for reference:
SMILES	TGFb SMAD3 inh	HepG2 tox	ATXN2 expr inh	S2 tox	Nrf2 inh	EPAC2 antag	MCF10A rereplic	Nrf2 ARE act	A549 tox
Cc1ccc(-n2c(N)c(C(N)=O)sc2=S)c(C)c1	?	-0.5%	-5.1%	i	1.6%	-2.0%	-7.5%	1.7%	4.1%
O=C(CN1C(=O)NC2(CCCC2)C1=O)NCc1ccc(Cl)cc1	8.8%	1.1%	12.3%	i	-9.1%	0.5%	-6.4%	0.2%	0.4%
CC(C)COC(=O)c1ccc(N2C(=O)c3ccccc3C2=O)cc1	5.9%	1.4%	13.8%	i	19.0%	-19.0%	-8.5%	0.3%	?
O=C(NCCN1CCCCC1)Nc1ccc([N+](=O)[O-])cc1	0.5%	-1.7%	-8.1%	i	-20.5%	-4.5%	-3.9%	0.1%	0.9%

Of the compounds above, these contain an NH in an aromatic ring.
SMILES	TGFb SMAD3 inh	HepG2 tox	ATXN2 expr inh	S2 tox	Nrf2 inh	EPAC2 antag	MCF10A rereplic	Nrf2 ARE act	A549 tox
Cc1c(N=Nc2c(-c3ccc([N+](=O)[O-])cc3)[nH]n(C(N)=S)c2=O)cccc1[N+](=O)[O-]	8.91µM*	-22.6%	?	?	18.4µM*	-22.9%	?	2.9%	?
CCNC(=S)N(CCc1c(C)[nH]c2ccc(C)cc12)Cc1ccco1	?	-52.4%	?	?	-23.0%	-7.0%	-0.7%	3.3%	?
O=C(Cc1nc2ccccc2[nH]1)NCc1ccco1	-3.9%	-22.9%	7.2%	i	5.4%	4.8%	?	-0.8%	-2.2%
CC(=O)Nc1ccc2nc3c(=O)[nH]c(=O)[nH]c3nc2c1	16.0%	1.1%	·	·	1.1%	·	·	·	-0.3%
